EphA4 KYL inhibition – EphA4 ligand-binding antagonists – biochemical, colorimetric, mouse EphA4, primary screen (AID 689). EphA4-AP binding to KYL peptide, pNPP A405; higher % means a stronger effect. inhibition, % at 10 µM; hits with a dose series show IC50 in µM. actives 0.1% (n = 62,000); in the data active = a potency from the dose series; inactive = the rest, 99 in 100 with inhibition below about 22%
* hit, by the source's call.

SMILES | EphA4 KYL inhibition
Cc1c(NC(=O)CSc2nnnn2C)c(=O)n(-c2ccccc2)n1C | -14%
Cc1cc(C)c(C#N)c(Nc2ccccc2Cl)n1 | -15%
Cc1ccc(NC(=O)CS(=O)CC(=O)Nc2ccc(N3CCOCC3)cc2)cc1Cl (centres undefined) | -1%
COc1ccc(C2(CNC(C)=O)CCOCC2)cc1OC | -5%
CCOC(=O)CN(C(=O)CCC(=O)Nc1cc(C)on1)C(C(=O)NC1CCCC1)c1cccnc1 (centres undefined) | -15%
N#CC1=C(N)OC2=C(CC/C2=C\c2ccccc2)C1c1ccccc1 (centres undefined) | 14%
COc1ccc(-c2ccc(C#N)c(SCC(=O)Nc3sc4c(c3C#N)CCC4)n2)cc1OC | -18%
COc1ccc(CCNC(=O)c2cc(-c3ccccc3OC)on2)cc1OC | -6%
C=CCOC(=O)C1=C(C)N(CC)C(=O)NC1c1ccc(Br)cc1 (centres undefined) | 2%
CCc1ccc(N(C(=O)c2snc(C(N)=O)c2N)C(C(=O)NCCC(C)C)c2c[nH]c3ccccc23)cc1 (centres undefined) | -10%
CCOc1ccc(NC(=O)NC2CCOC(C)(C)C2)cc1 (centres undefined) | -5%
CC(C)C(NC(=O)c1ccc(C(C)(C)C)cc1)C(=O)O (centres undefined) | -6%
COc1ccc(CCCNC(=O)CC#N)cc1OC | -8%
CO/N=C/CC(=O)Nc1ccc(F)cc1F | 2%
Cc1ccc(S(=O)(=O)c2nc(S(=O)(=O)c3ccc(C)cc3)c(NCc3ccco3)s2)cc1 | -12%
O=C(CSc1nnc(-c2ccco2)n1-c1ccccc1)NCCc1ccccc1 | -8%
CC1=NN(c2cccc(Cl)c2)C(=O)/C1=C/C=C/c1cccc([N+](=O)[O-])c1 | 12%
O=S(=O)(O)c1nc2ccccc2n1CCOc1ccccc1 | -3%
CN(c1ccc(C(=O)NCc2ccccn2)cc1)S(C)(=O)=O | -1%
O=C(Nc1cc(-c2ccc(F)cc2)[nH]n1)c1cccs1 | 8%
O=c1c(-c2ccc(Cl)cc2)c(C(F)(F)F)oc2cc(O)ccc12 | 4%
COc1ccc(-c2nc(CS(=O)CC(=O)NCC3CCCO3)c(C)o2)cc1 (centres undefined) | 1%
O=[N+]([O-])c1ccc2c(c1)S(=O)(=O)N=C2Nc1ccc(Br)cc1 | -1%
O=C(Nc1cccc(F)c1)c1cc(S(=O)(=O)N2CCC(C(=O)O)CC2)ccc1F | 4%
CCOC(=O)c1cnc(Nc2nc3ccccc3o2)nc1C | -3%

In the list so far, 4 contain a Cl atom:
SMILES | EphA4 KYL inhibition
Cc1cc(C)c(C#N)c(Nc2ccccc2Cl)n1 | -15%
Cc1ccc(NC(=O)CS(=O)CC(=O)Nc2ccc(N3CCOCC3)cc2)cc1Cl (centres undefined) | -1%
CC1=NN(c2cccc(Cl)c2)C(=O)/C1=C/C=C/c1cccc([N+](=O)[O-])c1 | 12%
O=c1c(-c2ccc(Cl)cc2)c(C(F)(F)F)oc2cc(O)ccc12 | 4%

Carrying on:
SMILES | EphA4 KYL inhibition
CCCCCCCCNC(=O)CCC(=O)O | -6%
CCOC(=O)c1c(NC(=O)c2c(Br)cnn2C)c(C#N)nn1-c1ccccc1 | 1%
O=C(O)COc1ccccc1O | -11%
COc1ccc(Br)cc1CNC(=O)C1CCCN(c2nc3ccccc3o2)C1 (centres undefined) | -8%
CCOC(=O)CSc1nc2ccccc2c(=O)n1CC1CCC(C(=O)NCc2ccco2)CC1 (centres undefined) | -11%
COc1ccc(OC)c(C=NN2CCN(Cc3ccc(C)cc3C)CC2)c1 | 1%
CN(C)c1ccc(/C=N/N2C(=S)SC(C)(C)C2N(O)C(=O)Nc2ccc([N+](=O)[O-])cc2)cc1 (centres undefined) | -2%
O=C(/C=C/Nc1ccccc1NS(=O)(=O)c1ccccc1)c1ccc2c(c1)OCO2 | 0%
CC(C)CCOC(=O)C1[C@H]2C(=O)N(Cc3cccs3)C[C@]23C=C[C@H]1O3 (some centres undefined) | 0%
CCC/C(C(=O)OCC)=C(/C)NCCN/C(C)=C(\CCC)C(=O)OCC | -16%
COc1ccccc1NC(=O)c1cnc2n(c1=O)CCS2 | -7%
CCN1C(=O)CSc2ccc(C(=O)NC3CCCCC3)cc21 | -5%
CCCn1c(N)c(C(=O)CSc2nc(C)cs2)c(=O)n(C)c1=O | -11%
c1nc2sc3c(c2c2nnnn12)CCC3 | -4%
O=C1C(=O)N(c2ncc(S(=O)(=O)c3ccc([N+](=O)[O-])cc3)s2)C(c2ccc(F)cc2)/C1=C(\O)c1ccc(Cl)cc1 (centres undefined) | -12%
COc1ccc(CNC(=O)c2cc(-c3ccccc3OC)on2)cc1 | 3%
Cn1c(/C(C#N)=C/Nc2ccccn2)nc2ccccc21 | 12%
CCn1c(SCC(=O)OC)nc2sc3c(c2c1=O)CCC3 | 14%
CC(=O)Nc1nc(-c2cc(C)ccc2C)cs1 | 10%
Cc1cc(S(=O)(=O)N2CCN(c3ccccc3O)CC2)c(C)s1 | -4%
CCN(CC)c1ccc2cc(C(C)=O)c(=O)oc2c1 | 0%
COc1ccc(C(C(=O)NC2CCCC2)N(C(=O)c2snc(-c3ccc(F)cc3)c2N)c2ccc(F)cc2)cc1 (centres undefined) | -7%
COc1ccc(C(=O)NNC(=O)CSc2nnc(COc3ccc4ccccc4c3)n2C)cc1 | 4%
CCOC(=O)Oc1ccc2c(=O)c(Oc3ccc(C(C)(C)C)cc3)coc2c1 | 6%
CCN(CC)S(=O)(=O)c1ccc(NC2c3ccccc3C(=O)N2Cc2ccc3c(c2)OCO3)cc1 (centres undefined) | 3%
(further entries)
SMILES | EphA4 KYL inhibition
Cc1ccc(-c2cc(-c3ccc(C)o3)nc(N)c2C#N)cc1 | -7%
COC(=O)c1ccc(NC(=O)c2ccccc2NS(=O)(=O)c2ccccc2)cc1 | -3%
O=S1(=O)N=C2CCCN2C(c2ccc(F)cc2)N1 (centres undefined) | -2%
COc1cccc2sc(NC(=O)c3cccc(Cl)c3)nc12 | -6%
Cc1ccccc1CSc1nnc(NC(=O)C2COc3ccccc3O2)s1 (centres undefined) | 7%
CCN1CCN(C(=O)c2cc3c(-c4ccc(Cl)cc4)nn(C)c3s2)CC1 | -6%
COc1cc(NC(=O)c2csc3c2CCCC3)ncn1 | -2%
COc1ccc(N(Cc2cc3ccccc3[nH]c2=O)C(=O)C2CCCO2)cc1 (centres undefined) | 8%
Cc1ccc(-n2c(SCC(=O)Nc3ccc4c(c3)OCO4)nnc2-c2ccoc2C)cc1 | -13%
O=C(CNC(=O)c1cc2c(s1)CCC2)Nc1ccccc1Br | -2%
Fc1cccc(Nc2nc3ccccc3n3nnnc23)c1 | 1%
COc1ccc(OC)c(NC(=O)COc2ccc(Br)cc2C)c1 | 4%
C=CCn1c(-c2ccccc2)ccc(C#N)c1=O | -6%
COC(=O)c1c(NC(=O)CN2CCN(C(=O)c3ccco3)CC2)c2cc(C)ccc2n1C | -7%
Nc1ccc(C(=O)OCC(=O)NC2CCCc3ccccc32)cc1[N+](=O)[O-] (centres undefined) | -7%
CC(=O)OCCOc1nc(N(C)C)nc(N(C)C)n1 | -3%
Cc1ccc(/C=N/NC(=O)c2ccco2)o1 | -7%
COc1ccc(-c2cc(OC)c3c(C)oc(C)c3c(=O)c2)cc1OC | -4%
O=C(CNC(=O)c1cccc(Br)c1)NCCc1nc2ccccc2[nH]1 | -28%
O=C(/C=C/c1ccccc1)NC(=S)Nc1cc([N+](=O)[O-])cc(Cl)c1O | -8%
O=C(CSc1ccccc1Cl)N1CCC(c2nc3ccccc3s2)CC1 | -9%
Cn1c(SCc2ccccc2F)nnc1-c1cnccn1 | -4%
CCN(CCNC(=O)C1CCCN(Cc2nc(-c3ccc(OC)cc3)oc2C)C1)c1ccccc1 (centres undefined) | 9%
CC(C)c1ccc2oc(=O)cc(CN3CCN(c4ccc(F)cc4)CC3)c2c1 | 8%
CCCCCCCC(=O)N/N=C/c1ccc(Br)cc1 | 5%

Reprinted at random: 2 compounds from above, in no set order.
SMILES | EphA4 KYL inhibition
CCN(CCNC(=O)C1CCCN(Cc2nc(-c3ccc(OC)cc3)oc2C)C1)c1ccccc1 (centres undefined) | 9%
COc1cccc2sc(NC(=O)c3cccc(Cl)c3)nc12 | -6%

Additional results.
SMILES | EphA4 KYL inhibition
CCC12CC3CC(C1)CC(C(=O)O)(C3)C2 | -5%
Cc1nc(N(C)C)c2sc(=S)n(C)c2n1 | -1%
COc1ccc(-c2nc(CS(=O)(=O)CC(=O)NCCc3cc(OC)ccc3OC)c(C)o2)cc1 | -7%
C=C(C)COc1ccc2ccc(=O)oc2c1 | -9%
CCOc1c(Cl)cnn(-c2ccc(C)cc2)c1=O | -14%
COc1ccc(-c2cn3cccnc3n2)cc1NC(=O)C1CC1 | 28%
COc1ccccc1NC(=O)CN1C(=O)C(C)Oc2ccccc21 (centres undefined) | -7%
COc1ccccc1N1CCN(c2nc(-c3ccccc3)cc(C(F)(F)F)n2)CC1 | 5%
O=C(NCc1cccs1)c1cnc2ccccn2c1=O | 6%
O=C(O)C1C(c2ccccc2)C(C(=O)OCCCO)C1c1ccccc1 (centres undefined) | 0%
CCCCCCOC(=O)C(C#N)c1nc2ccccc2nc1N1CCN(C)CC1 (centres undefined) | 9%
COc1ccc(-c2nn3c(-c4ccco4)nnc3s2)cc1OC | -7%
O=S(=O)(Cc1ccccc1)N1CCCC(c2nc(-c3ccc(F)cc3)no2)C1 (centres undefined) | 2%
CCc1nc2ccc(Oc3ccc4nc(CC)[nH]c4c3)cc2[nH]1 | 9%
CC1=C(C(=O)NCc2ccccc2)C(c2cccs2)n2ncnc2N1 (centres undefined) | -12%
COCCCNC(=O)C1CCN(C(=O)c2cc3sccc3n2Cc2ccc(F)cc2)CC1 | -2%
Cc1nc2cc(-c3ccccc3Cl)[nH]n2c(=O)c1C | -1%
CCOC(=O)NC(Nc1cc(C)on1)(C(F)(F)F)C(F)(F)F | -6%
O=C(O)CCC(=O)N1N=C(c2c(-c3ccccc3)c3cc(Cl)ccc3[nH]c2=O)CC1c1ccco1 (centres undefined) | 9%
FC(F)(F)c1cc(-c2ccccc2)nc(N2CCOCC2)n1 | -4%
COc1ccc(NC(=O)CCOc2ccccc2)c(OC)c1 | 2%
c1cnc(N2CC[N+]3(CCCC3)CC2)nc1 | -16%
CCN(CC)c1cc(C)c2cc(NC(=O)CNC(C)=O)ccc2n1 | -15%
O=C1C=C(NCc2ccncc2)CC(c2ccccc2)C1 (centres undefined) | 6%
Cc1ccc(OCc2nnc(SCc3nc4ccccc4[nH]3)n2Cc2ccco2)cc1 | -1%
Remaining list, next part.
SMILES | EphA4 KYL inhibition
CC(=O)[C@@H]1[C@@H]2C(=O)N(Cc3ccccc3)C(=O)[C@@H]2C2c3ccccc3C=CN21 (some centres undefined) | -3%
O=C(c1cnn2ccccc12)N1CCN(C2CCCCC2)CC1 | -4%
CN1CCC2(CC1)Nc1nc(SCc3ccc(Cl)cc3)nn1C1=C2CN(C)CC1 | -5%
O=C(CSc1nncs1)NCc1ccc2c(c1)OCO2 | -1%
Cn1nc(-c2ccccc2)c(CSc2ccccc2Cl)c1Cl | 4%
CCOC(=O)c1nnc(-c2cccs2)nc1Oc1ccccc1C(=O)OC | -10%
Cc1sc(NC(=O)CSc2nnc(-c3ccccc3)o2)c(C#N)c1C | -37%
CCOC(=O)c1sc(=S)n(-c2ccccc2Cl)c1SC | 6%
O=C1c2ccccc2NC(c2ccncc2)N1c1ccccn1 (centres undefined) | -2%
COc1ccc(OC)c(-n2cc3c(=O)n(C)c(=O)n(C)c3c2)c1 | -10%
COc1cccc(/C=C2/C(=O)NC(=O)N(c3ccc(Br)cc3)C2=O)c1O | -5%
Cc1ccc(C)c(NC(=S)N(CCc2nc3cc(C)c(C)cc3[nH]2)Cc2cccnc2)c1 | -11%
O=C(CC(=O)Nc1ccccn1)Nc1ccccn1 | -6%
CCC(=O)Nc1ccc(NC(=O)c2cc3ccccc3o2)cc1 | 3%
CN1C(=O)C2CN(CCc3ccccc3)CNC2N(C)C1=O (centres undefined) | -1%
O=C(COC(=O)c1cccnc1)c1ccc(Cl)c(Cl)c1 | -1%
CC(NC(=O)c1ccc(C(=O)O)cc1C(=O)O)c1ccccc1 (centres undefined) | 5%
O=C(Cc1cn2ccsc2n1)Nc1cccc2cnccc12 | -13%
CCCc1c(C)c(C#N)c2nc3ccccc3n2c1NCCCN1CCOCC1 | 4%
COc1ccc(N(C)S(=O)(=O)c2ccc3c(c2)CCC(=O)N3)cc1 | 0%
COCCNC(=O)CSc1nc2cc(OC)c(OC)cc2c(=O)n1Cc1ccc(OC)cc1 | -6%
COC(=O)c1ccccc1NC(=O)CC#N | -10%
Cc1oc(-c2ccc(Cl)cc2)nc1CN1CCCC(C(=O)NCCCN2CCCC2=O)C1 (centres undefined) | -21%
COc1ccc(C2NC(=O)c3sc4nc(C)c(C(C)=O)c(-c5ccc(Cl)cc5)c4c3N2)cc1 (centres undefined) | -5%
CCN1C=C(Cc2ccc(OC)cc2)C2=C(C1)C(c1ccc(OC)cc1)C(C#N)=C(N)O2 (centres undefined) | -2%
O=C(CCn1c(=O)oc2ccccc21)N1CCc2ccccc21 | 4%
Cc1nc(-c2ccc(O)c(O)c2)cs1 | 2%

Molecules above that contain a furan ring, fused or not:
SMILES | EphA4 KYL inhibition
Cc1ccc(S(=O)(=O)c2nc(S(=O)(=O)c3ccc(C)cc3)c(NCc3ccco3)s2)cc1 | -12%
O=C(CSc1nnc(-c2ccco2)n1-c1ccccc1)NCCc1ccccc1 | -8%
CCOC(=O)CSc1nc2ccccc2c(=O)n1CC1CCC(C(=O)NCc2ccco2)CC1 (centres undefined) | -11%
Cc1ccc(-c2cc(-c3ccc(C)o3)nc(N)c2C#N)cc1 | -7%
Cc1ccc(-n2c(SCC(=O)Nc3ccc4c(c3)OCO4)nnc2-c2ccoc2C)cc1 | -13%
COC(=O)c1c(NC(=O)CN2CCN(C(=O)c3ccco3)CC2)c2cc(C)ccc2n1C | -7%
Cc1ccc(/C=N/NC(=O)c2ccco2)o1 | -7%
COc1ccc(-c2cc(OC)c3c(C)oc(C)c3c(=O)c2)cc1OC | -4%
COc1ccc(-c2nn3c(-c4ccco4)nnc3s2)cc1OC | -7%
O=C(O)CCC(=O)N1N=C(c2c(-c3ccccc3)c3cc(Cl)ccc3[nH]c2=O)CC1c1ccco1 (centres undefined) | 9%
Cc1ccc(OCc2nnc(SCc3nc4ccccc4[nH]3)n2Cc2ccco2)cc1 | -1%
CCC(=O)Nc1ccc(NC(=O)c2cc3ccccc3o2)cc1 | 3%

An excerpt. The share of hits here may be higher or lower than overall.
